PGK inhibitor = T. brucei PGK inhibition. P07378. PGK/GAPDH coupled, Kinase-Glo luminescence, 60 min. Potency, µM (titrated, usually from 57.5 µM), inactives show at the highest dose activity change, negative = inhibition, most hits filed as inhibitors. 0.043% of 380,000 active. AID 602233; further: on the % scale 0 is the no-effect control and ±100 the full control effect; nearly all actives have a fitted effect of over 60% in size
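Luminescent ATP detection (Kinase-Glo Plus) follows a 60-minute room-temperature incubation, with wells lacking PGK as controls. Buffer: 100 mM TEA (pH 7.6), 5 mM MgCl2, 0.01% Tween-20. Coupling enzyme GAPDH (100 nM final) supplies unstable 1,3-BPG in-well.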
ERG-DNA inh = ERG Ets/DNA interaction inhibition. fluorescence polarization, His-ERG Ets domain / labelled DNA. P11308. AID 624246. Potency, µM (top dose mostly 76.9 µM), without a hit: top-dose FP activity, negative = inhibition, actives largely listed as inhibitors. 0.028% of 370,000 active; active means well fitted inhibition curve with a large enough effect in the polarisation, with a control signal flat; inconclusive means small, poorly fitted or top-dose-only effect, or effect the other way, or a change in a side signal; inactive means no such curve, though single readings can be large or run the other way; the % refers to the polarisation;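 further: polarization taken with two DNA probes labelled with fluorescein and Texas red; % of control where 0% means no effect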
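His-tagged ERG Ets domain (1 uM in the protein solution; 300mM KCl, 50mM Tris-HCl, 1mM EDTA, 1mM DTT, pH 7.5) received compound, then a probe mix of 5 nM fluorescein-DNA and 100nM Texas-615-DNA. Fluorescence polarization was read for both dyes.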
GLS inhibitor = blocks human kidney-isoform glutaminase activity; 0.21% of 410,000 active; Potency, µM (highest dose often 45.5 µM), for the others: at the highest dose activity change, negative = inhibition, usual class: inhibitors; GLS enzymatic activity, qHTS titration; further: on the % scale 0 is the no-effect control and ±100 the full control effect
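hKGA; 45 mM KH2PO4 pH 8.2 + 0.02% Tween-20; cpd via pin tool; 1 mM Gln soln; GluOx/HRP/Amplex Red; RT 30 min; fluor. t0 & final.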
RGS4 inhibitor = inhibitors of human regulator of G protein signaling 4. Transcreener GDP fluorescence polarization, RGS4-accelerated GTP hydrolysis. Potency, µM (series often up to 114 µM), for the others: top-dose activity change, negative = inhibition, hits mostly inhibitors. 0.039% of 390,000 active; further: on the % scale 0 is the no-effect control and ±100 the full control effect; nearly all actives have a fitted effect of over 75% in size; some results filed as inactive show a strong effect at the top dose
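MLSMR compounds (23 nl, pin-transferred) preincubated 10 min at room temperature with a 500nM (2x) first reagent, then RGS4 at 900nM (2x) plus Transcreener GDP mix added; fluorescence polarization (620/688 nm) read before and after 90 min at 30 °C.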
JMJD2A Tudor inh = inhibitors of human JMJD2A Tudor domain; Potency, µM (doses to about 114 µM), for the others: at the top dose activity change, negative = inhibition, hits mostly inhibitors; 4.4% of 390,000 active; O75164; AID 504339; AlphaScreen JMJD2A-Tudor / H3K4me3 peptide binding; further: on the % scale 0 is the no-effect control and ±100 the full control effect; nearly all actives have a fitted effect of over 50% in size
Pin1 inh = inhibitors of human Pin1 | 0.009% of 390,000 active | Pin1 FP peptide displacement, HiFluor488, 10 min | Q13526 | Potency, µM (top dose mostly 115 µM), for the others: at the highest dose activity, negative = inhibition, hits mostly inhibitors; active means well fitted inhibition curve with a large enough effect in the polarisation, with a control signal flat, not every such curve was filed as active; inconclusive means small, poorly fitted or top-dose-only effect, or effect the other way, or a change in a side signal; inactive means no such curve, though single readings can be large or run the other way; the % refers to the polarisation; further: on the % scale 0 is the no-effect control and ±100 the full control effect
Target sequence (Q13526 whole entry, looked up): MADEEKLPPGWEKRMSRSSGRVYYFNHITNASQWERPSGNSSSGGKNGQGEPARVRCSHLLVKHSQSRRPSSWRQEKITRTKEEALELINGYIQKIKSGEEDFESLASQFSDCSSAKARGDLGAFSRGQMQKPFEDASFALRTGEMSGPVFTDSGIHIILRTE
TrxR1 inh = blocks rat thioredoxin reductase 1; 1% of 390,000 active; O89049; AID 588453; recombinant rTrxR1, NADPH fluorescence consumption, selenite substrate; Potency, µM (highest dose often 114 µM), inactives show at the highest dose activity change, negative = inhibition, most hits filed as inhibitors; further: on the % scale 0 is the no-effect control and ±100 the full control effect; nearly all actives have a fitted effect of over 65% in size
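Rat TrxR1 (90 nM in the dispensed reagent) was pre-reduced with 400 uM NADPH for 5 min at room temperature, then incubated with compound for 15 min. After 400 uM selenite was added, NADPH fluorescence (Ex 340/Em 450 nm) was followed for 8 min.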
HP1b binding inh = HP1-beta chromodomain-methylated histone interaction inhibition; AID 540317; AlphaScreen HP1-beta / biotin-H3K9me3 peptide binding; P83916; Potency, µM (titrated, usually from 114 µM), without a hit: at the top dose activity change, negative = inhibition, hits mostly inhibitors; 0.56% of 390,000 active; further: nearly all actives have a fitted effect of over 70% in size; inactives centre near 23
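AlphaScreen: HP1-beta (50 nM) preformed 30 min with biotin-H3(1-18)K9me3 peptide (50 nM) in PBS pH 7.4, 0.01% Tween-20. Compound added for 30 min at RT, then streptavidin donor/nickel chelate acceptor beads (10 ug/mL) for 30 min.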
12-LOX inh = blocks human arachidonate 12S-lipoxygenase | purified 12hLO, xylenol orange hydroperoxide absorbance | Potency, µM (highest dose often 108 µM), inactives show at the top dose activity change, negative = inhibition, hits mostly inhibitors | 1.1% of 580,000 active | AID 1671190; further: on the % scale 0 is the no-effect control and ±100 the full control effect
Target sequence (P18054 whole entry, looked up): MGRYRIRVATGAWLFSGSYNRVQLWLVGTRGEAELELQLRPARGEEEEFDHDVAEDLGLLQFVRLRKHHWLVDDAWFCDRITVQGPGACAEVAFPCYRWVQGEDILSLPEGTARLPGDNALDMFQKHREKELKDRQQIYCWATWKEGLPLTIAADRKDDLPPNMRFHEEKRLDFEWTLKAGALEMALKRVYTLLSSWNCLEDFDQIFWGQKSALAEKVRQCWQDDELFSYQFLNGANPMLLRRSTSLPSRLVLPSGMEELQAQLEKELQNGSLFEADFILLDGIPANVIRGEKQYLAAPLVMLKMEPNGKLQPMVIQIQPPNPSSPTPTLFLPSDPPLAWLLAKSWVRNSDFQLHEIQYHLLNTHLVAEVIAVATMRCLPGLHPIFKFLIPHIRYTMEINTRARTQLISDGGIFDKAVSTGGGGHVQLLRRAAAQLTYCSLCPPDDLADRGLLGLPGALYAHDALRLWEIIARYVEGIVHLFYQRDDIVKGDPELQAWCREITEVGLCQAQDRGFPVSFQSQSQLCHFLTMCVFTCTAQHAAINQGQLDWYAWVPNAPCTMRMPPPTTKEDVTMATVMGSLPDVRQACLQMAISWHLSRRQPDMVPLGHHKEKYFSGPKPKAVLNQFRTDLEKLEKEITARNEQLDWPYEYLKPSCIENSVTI
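Hydroperoxide product was detected by ferrous iron/xylenol orange as the 573 to 405 nm absorbance ratio. Arachidonic acid at 40 uM (final) was turned over for 30 min at room temperature by 150 nM human 12hLO, pH 7.0 Hepes buffer, after 15 min compound preincubation.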
The depositor's hits bear a star; i = inactive; ? = inconclusive; . = no result given; [ ] = dose if it differs, or a comment. Unless noted, the call rests on the fitted dose curve; in most records, active means well fitted curve in the direction sought with a large enough effect; inconclusive means small, poorly fitted or top-dose-only effect, or another doubt; inactive means no such curve, though single readings can be large; an effect the other way counts as inactive or inconclusive. Potency means the concentration at half of the fitted maximal effect. Some of the compounds tested, so the mix of outcomes need not match the whole.

SMILES	PGK inhibitor	ERG-DNA inh	GLS inhibitor	RGS4 inhibitor	JMJD2A Tudor inh	Pin1 inh	TrxR1 inh	HP1b binding inh	12-LOX inh
CC(C)OP(=O)(c1ccc(N(C)C)cc1)C(O)c1ccc(C(C)C)cc1 (centres undefined)	-8.7%	-9.1%	2.7%	13.1%	-5.3%	-2.2%	24.2%	28.5%	3.1%
O=C(Nc1ccccc1C(=O)NCc1cccnc1)c1ccccc1Cl	-0.4%	0.5%	-4.5%	-9.0%	-1.4%	1.9%	16.3%[57.1 µM]	29.0%	0.0%
Cc1oc2c(c1C(=O)NCc1ccccc1F)C1=NCCN1C=N2	5.5%	3.8%	?	14.5%	-15.7%	?	-16.8%[57.1 µM]	-4.2%	-12.6%
O=C(OCC(=O)N1CCOCC1)c1ccccc1OCc1ccccc1Cl	i	12.6%	-20.0%	2.9%	-20.7%	-5.6%	16.7%	-9.1%	-4.7%
COc1ccccc1N1CCN(/N=C/c2cccc(OC)c2OC)CC1	3.2%	-14.4%	9.1%	20.6%	?	-6.3%	16.7%	?	-0.7%
COc1ccc(-n2nc(C(=O)N3CCN(c4cccc(C)c4)C(C)C3)c3c4ccccc4n(C)c3c2=O)cc1 (centres undefined)	.	-1.9%	-5.6%	-5.3%	-7.0%	-13.0%	26.0%	34.8%	-21.0%
O=C(COC(=O)COc1ccc(Br)cc1)NCc1ccc2c(c1)OCO2	-6.4%	0.8%	-9.7%	4.1%	?	-0.8%	1.9%	21.1%	-6.9%
CS(=O)(=O)N(CC(=O)NC1CCCCCC1)Cc1ccc(Cl)cc1	i	-7.8%	0.6%	-10.0%	-9.5%	13.9%	6.1%	36.4%	-5.4%
CCC(CC)c1nnc(NC(=O)c2ccco2)s1	5.0%	7.4%	5.1%	-50.1%	-10.6%	5.0%	-20.1%	-18.6%	-21.4%
CC1=CC(C)C2C(=O)N(O)C(=O)C2C1 (centres undefined)	-7.4%	6.3%	2.6%	-22.7%	-6.6%	-0.5%	2.1%	22.8%	3.2%
Cc1ccc(C)c(CSc2nnc(C)n3c2cc2sccc23)c1	i	0.4%	-8.0%	-8.4%	-12.5%	56.7%[activator]	8.5%	30.6%	-36.5%
CCC(C)[C@H](NC(=O)[C@H](Cc1ccccc1)n1c(=O)[nH]c2ccccc2c1=O)C(=O)N1CCC[C@@H]1C(=O)O (some centres undefined)	-2.6%	8.1%	0.6%	-4.6%	-10.9%	-8.2%	6.6%	43.9%[activator]	-14.3%
COc1ccc(-c2cc(C(=O)Nc3c(C)nn(Cc4ccc(C)cc4)c3C)no2)cc1OC	4.9%	-1.0%	0.3%	16.7%	-6.1%	34.1%[activator]	10.6%	26.7%	-19.2%
O=C(Nc1ccc(Cl)cc1Cl)NC1CCCC1	3.1%	-2.2%	3.8%	12.3%	-4.9%	4.4%	10.6%	29.3%	-0.4%
CCc1cc2c(=O)n(Cc3ccco3)c(SCC(=O)N(C)C3CCS(=O)(=O)C3)nc2s1 (centres undefined)	9.2%	6.0%	?	-45.7%	-23.0%	1.4%	?	14.8%	-8.0%
CCc1sc(C(=O)NCc2ccccc2)cc1C	-4.2%	8.3%	-1.4%	-6.0%	20.5%	0.8%	6.6%	47.4%[activator]	?
O=C(OCc1cc(=O)n2ccsc2n1)c1ccccc1O	6.0%	2.2%	31.3%[activator]	16.2%	-33.6%	0.5%	-0.3%[57.1 µM]	-0.1%	?
C=CCNC(=S)N/N=C/c1ccc(OCc2ccccc2)cc1	-7.2%	-5.0%	7.8%	7.4%	-4.4%	8.3%	32.3%	35.2%	0.0%
COc1ccc(CCNc2c([N+](=O)[O-])c(=O)oc3ccccc23)cc1OC	2.0%	0.8%	.	9.0%	3.2%	-5.5%	-6.6%	30.0%	-4.5%
COc1ccc(C(=O)NCC(c2ccc3c(c2)OCO3)N2CCN(C)CC2)cc1 (centres undefined)	1.8%	0.2%	3.6%	15.1%	1.6%	-0.9%	16.7%[57.1 µM]	29.2%[57 µM]	0.1%

Reprinted at random: 2 entries already listed, in no set order.
SMILES	PGK inhibitor	ERG-DNA inh	GLS inhibitor	RGS4 inhibitor	JMJD2A Tudor inh	Pin1 inh	TrxR1 inh	HP1b binding inh	12-LOX inh
COc1ccc(-c2cc(C(=O)Nc3c(C)nn(Cc4ccc(C)cc4)c3C)no2)cc1OC	4.9%	-1.0%	0.3%	16.7%	-6.1%	34.1%[activator]	10.6%	26.7%	-19.2%
COc1ccc(C(=O)NCC(c2ccc3c(c2)OCO3)N2CCN(C)CC2)cc1 (centres undefined)	1.8%	0.2%	3.6%	15.1%	1.6%	-0.9%	16.7%[57.1 µM]	29.2%[57 µM]	0.1%

Filtered by structure, those above with nitrogen in an aromatic ring (8)
SMILES	PGK inhibitor	ERG-DNA inh	GLS inhibitor	RGS4 inhibitor	JMJD2A Tudor inh	Pin1 inh	TrxR1 inh	HP1b binding inh	12-LOX inh
O=C(Nc1ccccc1C(=O)NCc1cccnc1)c1ccccc1Cl	-0.4%	0.5%	-4.5%	-9.0%	-1.4%	1.9%	16.3%[57.1 µM]	29.0%	0.0%
COc1ccc(-n2nc(C(=O)N3CCN(c4cccc(C)c4)C(C)C3)c3c4ccccc4n(C)c3c2=O)cc1 (centres undefined)	.	-1.9%	-5.6%	-5.3%	-7.0%	-13.0%	26.0%	34.8%	-21.0%
CCC(CC)c1nnc(NC(=O)c2ccco2)s1	5.0%	7.4%	5.1%	-50.1%	-10.6%	5.0%	-20.1%	-18.6%	-21.4%
Cc1ccc(C)c(CSc2nnc(C)n3c2cc2sccc23)c1	i	0.4%	-8.0%	-8.4%	-12.5%	56.7%[activator]	8.5%	30.6%	-36.5%
CCC(C)[C@H](NC(=O)[C@H](Cc1ccccc1)n1c(=O)[nH]c2ccccc2c1=O)C(=O)N1CCC[C@@H]1C(=O)O (some centres undefined)	-2.6%	8.1%	0.6%	-4.6%	-10.9%	-8.2%	6.6%	43.9%[activator]	-14.3%
COc1ccc(-c2cc(C(=O)Nc3c(C)nn(Cc4ccc(C)cc4)c3C)no2)cc1OC	4.9%	-1.0%	0.3%	16.7%	-6.1%	34.1%[activator]	10.6%	26.7%	-19.2%
CCc1cc2c(=O)n(Cc3ccco3)c(SCC(=O)N(C)C3CCS(=O)(=O)C3)nc2s1 (centres undefined)	9.2%	6.0%	?	-45.7%	-23.0%	1.4%	?	14.8%	-8.0%
O=C(OCc1cc(=O)n2ccsc2n1)c1ccccc1O	6.0%	2.2%	31.3%[activator]	16.2%	-33.6%	0.5%	-0.3%[57.1 µM]	-0.1%	?

Screening data from PubChem.
